Assay outcomes deposited in PubChem BioAssay by several laboratories.
LYP inhibition: inhibition of human PTPN22 tyrosine phosphatase – biochemical, DiFMUP fluorescence, recombinant catalytic domain, 10 µM, primary screen (AID 606); recombinant LYP catalytic domain, DiFMUP fluorescence; higher % means a stronger effect; one-dose inhibition, % at 10 µM; IC50 in µM for titrated hits; 52,000 tested, under 10 active;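 active = IC50 under 40 µM in the dose-response test; inactive = IC50 of 40 µM or more, or never dose-tested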
Spn PMK inh: inhibitors of Streptococcus pneumoniae phosphomevalonate kinase. purified PMK, PK/LDH-coupled NADH absorbance 340 nm. inhibition, % at 10 µM. actives 0.49% (n = 65,000);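 active = top-ranked compounds by inhibition in the single 10 µM screen, taking a fixed number of the strongest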;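 also: 0% = full reaction with DMSO carrier and 100% = background rate without enzyme reaction; no value below 0 was filed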
HPDE-C7 viability: cytotoxicity in HPDE-C7 cells, cell-based, fluorescence, HTS (AID 430). HPDE-C7 pancreatic duct cells viability, fluorescence; higher % means a stronger effect. cytotoxicity, % at 10 µM; hits with a dose series show EC50 in µM. actives 1.8% (n = 63,000);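 also: cells exposed to compound for 48 hours before viability readout; 0% = vehicle and 100% = reference cytotoxic drug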
MK inhibit: S. pneumoniae mevalonate kinase inhibition; purified MK, PK/LDH-coupled NADH absorbance 340 nm; inhibition, % at 10 µM; actives 0.48% (n = 65,000); AID 555;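 active = ranked among the strongest by inhibition in the single 10 µM screen, a fixed top-ranked set picked for dose follow-up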; also: no value below 0 was filed
HT1080 viability: HT1080 cell viability loss – fluorescence readout (AID 620); HT1080 viability, fluorescence; higher % means a stronger effect; one-dose cytotoxicity, % at 10 µM; EC50 in µM for titrated hits; actives 0.42% (n = 87,000);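 also: cells exposed to compound overnight then 4 h with Alamar Blue; 0% = vehicle DMSO and 100% = killing control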
HPDE-C7K KRASV12: viability loss of HPDE-C7K cells – cell-based, fluorescence, HTS, primary screen (AID 431); HPDE-C7K KRASV12 cells, Alamar Blue viability, 48 h; higher % means a stronger effect; cytotoxicity, % at 10 µM; hits with a dose series show EC50 in µM; actives 1.7% (n = 63,000);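 active = compounds whose percent cytotoxicity in the single-dose primary screen, scaled between solvent and toxic-drug controls, exceeds 50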;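 also: 0% = DMSO solvent wells and 100% = doxorubicin-treated wells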
Bfl-1 inhibitors: displacement of Bid BH3 peptide from Bfl-1 – biochemical, fluorescence polarization, FITC-Bid, mouse, primary screen (AID 432); FITC-Bid BH3 peptide fluorescence polarization displacement; higher % means a stronger effect; displacement, % at 20 µM, or IC50 in µM where a hit was titrated; actives 0.02% (n = 64,000); in the data active = a potency from the dose series; inactive = the rest, 99 in 100 with displacement below about 15%; also: strong numbers were not always called active
TNAP inhibition: inhibition of tissue-nonspecific alkaline phosphatase – biochemical, luminescent (AID 518) | purified TNAP enzyme, luminescent substrate readout; higher % means a stronger effect | inhibition, % at 20 µM, or IC50 in µM where a hit was titrated | actives 0.09% (n = 64,000); in the data active = a potency from the dose series; inactive = the rest, 99 in 100 with inhibition below about 22%;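 also: plate controls were vehicle for no effect and reference inhibitor for full effect; many of its hits are not listed in these tables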
Spn DPM-DC inh: inhibitors of Streptococcus pneumoniae diphosphomevalonate decarboxylase; purified DPM-DC, PK/LDH coupled NADH fluorescence; calls only at 10 µM; actives 0.49% (n = 65,000); AID 556;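 active = the 320 compounds with the highest percent inhibition in the single-dose primary screen, excluding strongly autofluorescent ones, cut at about 32% in these data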;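 also: kinetic rate of NADH fluorescence loss reporting ADP formed by the decarboxylase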
Spn PMK inh pilot replicates: also measured in Spn PMK inh; calls as there; inhibition, %; measured here: pilot screen replicates
MK inhibit pilot replicates: recorded beside MK inhibit, whose call it bears; inhibition, %; measured here: pilot screen replicates
Spn DPM-DC inh pilot screen %: second read-out of Spn DPM-DC inh, no call of its own (marks repeat the call); inhibition, %; measured here: pilot screen trials
An asterisk follows results filed as active; i = inactive; nt = not tested or not shown. Rule as the data show it, unless noted: active = cytotoxicity above about 50%; inactive = the rest.

SMILES	LYP inhibition	Spn PMK inh	HPDE-C7 viability	MK inhibit	HT1080 viability	HPDE-C7K KRASV12	Bfl-1 inhibitors	TNAP inhibition	Spn DPM-DC inh	others
COc1ccc(OC)c(-c2cc(C(=O)N3CCN(c4ccccc4)CC3)no2)c1	4%	4	20%	1	-4%	26%	0%	12%	i
CC(C)OC(=O)c1nnc(Cc2ccc(F)cc2)o1	4%	9	-4%	4	-2%	5%	-5%	8%	i
CN1CCN(Cc2ccc(-c3ccc(Cl)cc3)o2)CC1	17%	2	26%	6	-4%	45%	-5%	12%	i
CCc1cccc(C)c1NC(=O)C1C2CCC(O2)C1C(=O)O (centres undefined)	4%	8	4%	1	5%	4%	-2%	13%	i
CN(C)c1oc(-c2cccs2)nc1C#N	-12%	4	3%	3	-4%	18%	1%	9%	nt
Cc1cc(C)n(CC(O)COc2ccccc2C(=O)Nc2ccccc2)n1 (centres undefined)	nt	5	-1%	10	-3%	1%	2%	7%	i
O=C1c2ccccc2C(=O)N1Cc1nc(-c2ccccc2)no1	14%	4	5%	13	-2%	7%	-1%	5%	i
Cc1ccc(S(=O)(=O)c2nc(-c3ccc(F)cc3)oc2SCC(N)=O)cc1	10%	0	9%	6	-4%	10%	9%	12%	i
CCOC(=O)C1CCN(C(=O)C2CCN(c3nc4ccc(OC)cc4s3)CC2)CC1	4%	0	7%	4	0%	12%	-3%	-1%	i
CCOC(=O)CNC(=O)C(=O)c1c(O)[nH]c2ccccc12	16%	16	-16%	10	7%	-10%	1%	8%	i
O=C(CSc1nc(-c2ccco2)cc(C(F)(F)F)n1)N1CCc2ccccc2C1	9%	13	-16%	10	-8%	-44%	0%	17%	i
COc1ccc(/C(O)=C2\C(=O)C(=O)N(c3cc(C)on3)C2c2ccc(OC)c(OC)c2)cc1OC (centres undefined)	nt	12	8%	10	-13%	8%	-2%	7%	i
CCOc1cc(C2C3=C(CCCC3=O)NC3=C2C(=O)CCC3)ccc1OCCO	5%	4	-6%	9	-6%	-3%	-6%	9%	i
Cc1nn2c(=O)nc3sc4c(c3c2[nH]c1=O)CCCC4	-3%	0	0%	17	5%	2%	6%	12%	i
O=C(O)c1ccc2cc[nH]c2c1	-21%	10	nt	9	-14%	nt	-5%	8%	i
COc1cccc(-n2c(SCC(=O)N3CCOCC3)nnc2-c2c[nH]c3ccccc23)c1	16%	0	2%	9	16%	-3%	0%	5%	i
O=C(CSc1nnc(-c2c[nH]c3ccccc23)o1)N1c2ccccc2CCc2ccccc21	nt	0	27%	1	11%	27%	-2%	1%	i
Cc1cc(NC(=O)CSc2nnnn2Cc2ccccc2)no1	9%	0	-13%	10	-2%	-14%	-2%	12%	i
CC(C)C(=O)Nc1cc(=O)[nH]c2ncnn12	nt	5	-14%	4	-8%	-5%	-5%	6%	i
CCN(c1ccccc1)c1ncnc2c1cnn2-c1ccccc1	6%	0	11%	3	-4%	18%	-8%	7%	i
CCN(CC)CCNC(=O)c1ccc(NC(C)=O)cc1	25%	0	17%	2	-7%	-7%	4%	12%	i	Spn PMK inh pilot replicates=5.0;MK inhibit pilot replicates=0.0;Spn DPM-DC inh pilot screen %=0.0
O=C(NCc1ccc2c(c1)OCO2)C1CC(=O)N(c2ccc(O)cc2)C1 (centres undefined)	-3%	11	-2%	7	8%	4%	-3%	-2%	i
CC(=O)Nc1c(C(=O)O)oc2ccccc12	13%	10	-22%	4	0%	-24%	2%	8%	i
O=C(NCC12CC3CC(CC(C3)C1)C2)c1nn2c(c1Cl)NC(c1ccco1)CC2C(F)(F)F (centres undefined)	11%	5	10%	0	1%	10%	-5%	10%	i
CC(C(=O)NCCC1=CCCCC1)N1C(=O)c2ccccc2C1=O (centres undefined)	17%	4	-23%	5	0%	-19%	-14%	-2%	i
O=C(CS(=O)CC(=O)Nc1cccc2c1CCCC2)Nc1ccc(F)cc1 (centres undefined)	-11%	16	-6%	1	6%	6%	-1%	10%	i	Spn PMK inh pilot replicates=0.0;MK inhibit pilot replicates=0.0;Spn DPM-DC inh pilot screen %=2.0
O=C(NCc1cccnc1)c1cccc(Cl)c1	nt	10	-11%	0	-12%	-6%	-5%	17%	i
Fc1cc2nccnc2cc1N1CCSCC1	-2%	6	6%	6	6%	-8%	-3%	11%	i
CCC(=O)c1ccc(N2CCN(C(=O)COc3ccc(F)cc3)CC2)c(F)c1	2%	3	-3%	0	5%	-17%	4%	-8%	i
CC1(C)CC(=O)c2cn3c(nc2C1)nc1ccccc13	5%	9	-6%	14	29%	-14%	-4%	16%	i
CNc1nnc(CSc2nc(C)cc(C)n2)s1	nt	10	nt	11	28%	nt	nt	nt	i
CCOC(=O)c1[nH]c2ccccc2c1NC(=O)COC	-2%	1	-23%	7	1%	-9%	2%	2%	i
O=C(CCc1nc(-c2ccccc2F)no1)NCCc1ccccc1Cl	18%	16	-15%	0	-5%	-10%	-14%	8%	i
CCN(CC)CCCNc1oc(-c2ccc(OC)c(OC)c2)nc1C#N	nt	16	-14%	13	29%	-18%	-5%	3%	nt
Cc1c(-c2cccs2)[n+](=O)c2c(n1[O-])CCC2	7%	12	1%	10	5%	-3%	-1%	7%	i
c1csc(-c2nnc(-c3ccc(N4CCOCC4)cc3)o2)c1	nt	19	-4%	9	-12%	8%	-3%	0%	nt
COc1ccc(NC(=O)CSc2nnc(-c3ccccn3)n2N)cc1Cl	12%	0	-19%	11	4%	2%	-6%	8%	i
CCc1c(C)nc2ncnn2c1N1CCC(C(=O)NCc2ccc3c(c2)OCO3)CC1	14%	17	-10%	1	-3%	-16%	-3%	5%	i
O=C(CN1CCC(n2nnc3cc(F)ccc32)CC1)NCc1ccco1	3%	9	nt	0	2%	nt	1%	5%	i
CCOCCn1c(SCc2ccc(C)cc2)nc2c1c(=O)[nH]c(=O)n2C	-4%	3	-1%	8	-6%	-2%	1%	11%	i
Cn1c(=O)c2c(nc(CN3CCOCC3)n2CCCO)n(C)c1=O	9%	0	-2%	12	6%	4%	-8%	7%	i
OCCN1CCOCCN(CCO)CCOCC1	nt	3	-29%	5	-11%	-10%	-9%	0%	i
Cc1nn2c(C(F)(F)F)cc(-c3ccc(Cl)cc3)nc2c1C(=O)N1CCOCC1	4%	12	-1%	8	-1%	3%	3%	8%	i
CCN(CC)c1ccc(C=Nc2ccc(C#N)cc2)c(O)c1	10%	13	11%	8	7%	14%	0%	3%	i
CCOC(=O)c1cc(NC(=O)c2ccoc2C)cc(C(=O)OCC)c1	-12%	7	0%	4	5%	16%	2%	13%	i
C=CCn1c(SCc2c(F)c(F)c(F)c(F)c2F)nc(O)cc1=O	-9%	1	34%	8	1%	44%	0%	10%	i
CC(C)c1ccc2oc(-c3ccc(N)cc3)nc2c1	2%	4	-2%	14	nt	-11%	5%	6%	nt
CCOC(=O)CSc1nnc(CNC(=O)c2ccco2)n1C	nt	12	-6%	0	6%	0%	-2%	9%	i
CCN1CCCC1CNS(=O)(=O)c1ccc(C(=O)Nc2ccccc2)cc1 (centres undefined)	1%	4	-2%	16	1%	-14%	-5%	14%	i
CCc1nc(C)ccc1OCC(=O)O	nt	12	4%	2	-5%	-10%	2%	13%	i	Spn PMK inh pilot replicates=3.0;MK inhibit pilot replicates=3.0;Spn DPM-DC inh pilot screen %=3.0
COc1cccc(C=Nc2cccnc2)c1O	9%	19	4%	10	-3%	-3%	-6%	2%	i
Cc1nc(CNS(=O)(=O)c2cccnc2)cs1	6%	10	nt	4	6%	nt	nt	nt	i
Cc1csc(SCCn2c(N3CCOCC3)nc3c2c(=O)[nH]c(=O)n3C)n1	-3%	0	3%	8	0%	-1%	2%	3%	i
